NPC1 prom act: activates the NPC1 promoter. Huh7 NPC1 promoter luciferase reporter, 24 h. Potency, µM (doses to about 9.22 µM), for the others: top-dose activation, most hits filed as activators. 320,000 compounds, 2.4% hits. AID 485313;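 further: potency means the concentration at half of the fitted maximal effect; % of control where 0% means no effect; nearly all actives have a fitted effect of over 60% in size; reporter is driven by a mutant NPC1 promoter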
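Luminescence read-out of NPC1 promoter-driven luciferase in stably transfected Huh7 cells; compounds delivered in DMSO and left 24 h at 37C, 5% CO2, qHTS titration format.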
Menin MLL FP TR: menin-MLL binding inhibition, Texas Red mutant peptide | O00255 | Menin + Texas Red MLL mutant peptide, fluorescence polarization | AID 1768 | Potency, µM (highest dose often 61.6 µM), for the others: top-dose FP activity change, negative = inhibition, most hits filed as inhibitors | 270,000 compounds, 0.23% hits; active means well fitted inhibition curve with a large enough effect in the polarisation, with a control signal flat, not every such curve was filed as active; inconclusive means small, poorly fitted or top-dose-only effect, or effect the other way, or a change in a side signal; inactive means no such curve, though single readings can be large or run the other way; the % refers to the polarisation; further: potency means the concentration at half of the fitted maximal effect; % of control where 0% means no effect; many of its hits are not listed in these tables
Target sequence (O00255 whole entry, looked up): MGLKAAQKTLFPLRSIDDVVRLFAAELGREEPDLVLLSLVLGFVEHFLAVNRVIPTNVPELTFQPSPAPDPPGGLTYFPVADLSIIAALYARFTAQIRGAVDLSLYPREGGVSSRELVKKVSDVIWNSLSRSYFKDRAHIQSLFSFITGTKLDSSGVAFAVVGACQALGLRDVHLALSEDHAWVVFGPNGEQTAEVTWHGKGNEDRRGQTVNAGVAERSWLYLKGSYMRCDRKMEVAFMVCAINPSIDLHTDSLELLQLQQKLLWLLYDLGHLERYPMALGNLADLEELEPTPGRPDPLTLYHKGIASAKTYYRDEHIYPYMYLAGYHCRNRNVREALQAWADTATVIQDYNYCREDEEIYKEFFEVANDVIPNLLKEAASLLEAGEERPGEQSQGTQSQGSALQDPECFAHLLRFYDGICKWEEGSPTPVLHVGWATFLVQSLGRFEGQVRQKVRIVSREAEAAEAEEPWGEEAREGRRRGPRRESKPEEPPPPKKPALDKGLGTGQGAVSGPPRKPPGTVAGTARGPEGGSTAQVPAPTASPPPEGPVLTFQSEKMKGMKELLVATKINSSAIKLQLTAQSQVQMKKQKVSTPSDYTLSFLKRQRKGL
Mito fusion act: blocks mitochondrial division or promotes mitochondrial fusion | S. cerevisiae fusion-defective mutant growth rescue, CellTiterGlo 48 h | Potency, µM (doses to about 46.1 µM), inactives show at the top dose growth rescue (activation), most hits filed as activators | 320,000 compounds, 0.23% hits;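 further: potency means the concentration at half of the fitted maximal effect; % of control where 0% means no effect; nearly all actives have a fitted effect of over 45% in size; temperature-sensitive fusion mutants such as fzo1-1 at 37 °C on non-fermentable ethanol glycerol medium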
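Temperature-sensitive fusion-defective S. cerevisiae (e.g. fzo1-1, mgm1-5) were grown with compound in YPEG medium (3% ethanol, 3% glycerol) for 48 hours at 37C. Growth rescue was measured as viability by CellTiterGlo luminescence after 10 minutes at ambient.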
KCNH2 3.1 block: inhibitors of human KCNH2 3.1 potassium channel isoform; U2OS KCNH2 3.1, thallium flux FluxOr; stronger effect = lower value; activity change, % (tested at about 1.8 µM); 340,000 compounds, 0.95% hits; AID 720553;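 active means maximum activity change below -70%; inconclusive means maximum activity change from -70% to -50%; inactive means maximum activity change above -50%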;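 further: thallium influx rate constant from kinetic fluorescence after stimulation buffer; on the % scale 0 is the no-effect control and ±100 the full control effect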
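Thallium flux via FluxOr fluorescence (Red40 quencher, 45 min loading) in U2OS cells virally expressing the KCNH2 3.1 isoform (1.77 x 10^8 /mL virus, overnight at 37 C). Rate constants from 2-min kinetic reads post-stimulation, normalised to positive and negative controls.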
VP16 counter: Gal4-VP16 reporter inhibition counter-screen. 310,000 compounds, 3.5% hits. Potency, µM (series often up to 53.6 µM), without a hit: at the highest dose activity, negative = inhibition, hits mostly inhibitors. Drosophila S2 Gal4-VP16 UAS-luciferase, luminescence, 20 h;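 further: Gal4-VP16 expression switched on by copper sulfate through the metallothionein promoter; potency means the concentration at half of the fitted maximal effect; on the % scale 0 is the no-effect control and ±100 the full control effect; nearly all actives have a fitted effect of over 50% in size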
RORg inh: inhibitors of mouse ROR gamma transcriptional activity; 310,000 compounds, 5.4% hits; P51450; Drosophila S2 Gal4-RORgamma UAS-luciferase reporter, 20 h; Potency, µM (top dose mostly 53.6 µM), for inactives: top-dose activity change, negative = inhibition, actives largely listed as inhibitors; further: potency means the concentration at half of the fitted maximal effect; on the % scale 0 is the no-effect control and ±100 the full control effect; nearly all actives have a fitted effect of over 60% in size
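Luminescence from a UAS-regulated Photinus luciferase reporter in stably transfected Drosophila Schneider cells is measured; decreased signal marks ROR gamma inhibition. Fusion expression is induced by 700 uM copper sulfate for 20 hr.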
Rab9 prom act: activates the Rab9 promoter. Huh7 Rab9 promoter-luciferase reporter, luminescence, 24 h. Potency, µM (highest dose often 9.22 µM), for the others: top-dose activation, negative = inhibition, hits mostly activators. 320,000 compounds, 2.8% hits. AID 485297; further: potency means the concentration at half of the fitted maximal effect; % of control where 0% means no effect; nearly all actives have a fitted effect of over 60% in size
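Huh7 cells stably carrying a Rab9 promoter-luciferase reporter, 1500 cells per well in OP-MEM I with 10% FBS, treated with compound 24 hours at 37C. Luciferase activity read by luminescence after 10 minutes with Amplite reagent.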
PKM2 activator: PKM2 (human) enzyme activation; P14618; purified PKM2, Kinase-Glo ATP luminescence, activation; response scale: 0% is enzyme alone, no compound; Potency, µM (titrated, usually from 57.5 µM), for the others: at the top dose activation, most hits filed as activators; 260,000 compounds, 0.34% hits; AID 1631; further: potency means the concentration at half of the fitted maximal effect; on the % scale 0 is the no-effect control and ±100 the full control effect; nearly all actives have a fitted effect of over 55% in size
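hPK-M2, >95% pure; 0.1 mM ADP / 0.5 mM PEP final; imidazole pH7.2 buffer w/ 7 mM MgCl2, 50 mM KCl; 1 h RT; Kinase-Glo lum. Intermediate enzyme activity for dual inhibitor/activator qHTS.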
MBNL1-CUG inh: inhibitors of human MBNL1 binding to CUG repeat RNA; Q9NR56; TR-FRET MBNL1-His/biotin-(CUG)12 binding, 665/545 ratio; Potency, µM (titrated, usually from 57.5 µM), inactives show at the highest dose activity change, negative = inhibition, most hits filed as inhibitors; 280,000 compounds, 0.036% hits; AID 2675; active means well fitted inhibition curve with a large enough effect in the signal ratio, with a control signal flat, not every such curve was filed as active; inconclusive means small, poorly fitted or top-dose-only effect, or effect the other way, or a change in a side signal; inactive means no such curve, though single readings can be large or run the other way; the % refers to the signal ratio; further: potency means the concentration at half of the fitted maximal effect; on the % scale 0 is the no-effect control and ±100 the full control effect
Target sequence (Q9NR56 whole entry, looked up): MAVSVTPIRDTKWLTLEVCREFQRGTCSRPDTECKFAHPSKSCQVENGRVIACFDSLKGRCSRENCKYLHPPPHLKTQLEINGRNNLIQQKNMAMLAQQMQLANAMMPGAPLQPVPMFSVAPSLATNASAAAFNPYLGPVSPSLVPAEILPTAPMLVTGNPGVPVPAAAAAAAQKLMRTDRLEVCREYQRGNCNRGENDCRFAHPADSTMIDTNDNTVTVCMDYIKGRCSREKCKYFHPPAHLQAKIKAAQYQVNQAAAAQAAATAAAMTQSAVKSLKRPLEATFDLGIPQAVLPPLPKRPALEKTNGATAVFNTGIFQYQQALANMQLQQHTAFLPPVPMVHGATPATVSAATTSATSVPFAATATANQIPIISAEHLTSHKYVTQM
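TR-FRET between His-tagged MBNL1 and biotin-(CUG)12 RNA, detected with Tb anti-His antibody (0.055 ng/ul) and streptavidin-XL665 (5 nM), 60 min at room temperature. Compounds titrated 92 nM to 58 uM; 665/545 nm ratio normalized to buffer and complex controls.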
FLuc modulator: counter-screen for miR-21 project: firefly luciferase inhibitors or activators; Potency, µM (titrated, usually from 57.5 µM), inactives show top-dose activity change, negative = inhibition, hits mostly inhibitors; 360,000 compounds, 6.9% hits; AID 588342; P08659; purified FLuc, Km substrates, luminescence inhibition;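 further: potency means the concentration at half of the fitted maximal effect; plate controls were vehicle for no effect and reference inhibitor for full effect; nearly all actives have a fitted effect of over 55% in size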
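Purified P. pyralis luciferase, 10 nM final, with Km-level 10 uM D-luciferin and 10 uM ATP in 50 mM Tris acetate pH 7.5, 10 mM Mg acetate, 0.01% Tween-20, 0.05% BSA; 6-point qHTS titration about 60 µM downward; luminescence read.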
ELG1 repair inh: inhibitors of ELG1-dependent DNA repair in HEK293T cells | 330,000 compounds, 2.3% hits | Potency, µM (top dose mostly 46.1 µM), inactives show at the highest dose activity change, negative = inhibition, usual class: inhibitors | HEK293T ELG1-luciferase reporter, luminescence, 16 h; DNA damage induced by 5-fluorouridine; further: potency means the concentration at half of the fitted maximal effect; on the % scale 0 is the no-effect control and ±100 the full control effect; nearly all actives have a fitted effect of over 55% in size
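HEK293T cells expressing luciferase-tagged ELG1 (2,000/well) received 5-Fluorouridine plus compound or DMSO for 16 hr at 37 °C. Luciferase was read by ONE-Glo luminescence after 30 min at room temperature.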
Numbers without * were called inactive; ? = inconclusive; nt = no result given; [ ] = another dose, or the depositor's remark. Unless noted, the call rests on the fitted dose curve; in most records, active means well fitted curve in the direction sought with a large enough effect; inconclusive means small, poorly fitted or top-dose-only effect, or another doubt; inactive means no such curve, though single readings can be large; an effect the other way counts as inactive or inconclusive. The list is partial, so the mix of outcomes need not match the whole.

Structure	VP16 counter	NPC1 prom act	MBNL1-CUG inh	Rab9 prom act	ELG1 repair inh	FLuc modulator	RORg inh	Menin MLL FP TR	KCNH2 3.1 block	Mito fusion act	PKM2 activator
CCC(=O)Nc1ccc(C(=O)NNC(=O)c2ccc([N+](=O)[O-])cc2)cc1	-0.6%	1.9%	?	1.9%	-0.7%	0.6%	2.5%	13.5%	-1.2	3.3%	-25.7%
CN(CC1CCCN(CCc2ccc(Cl)cc2)C1)C(=O)C(=O)c1ccco1 (stereo not given)	7.3%	-6.3%	1.5%	-8.0%	-13.6%	1.9%	-6.0%	nt	-88.7*	1.5%	nt
Nc1oc2ccccc2c(=O)c1-c1ccc2c(c1)OCO2	2.8%	22.8%	-8.0%	29.4%	?	?	-14.3%	?	-3.5	-0.4%	nt
O=c1oc2ccccc2c(NCc2ccccc2)c1[N+](=O)[O-]	-2.1%	-1.1%	?	-0.6%	-2.6%	-3.1%	0.2%	5.2%	nt	16.1%	1.8%
CCOc1ccc(-c2n[nH]c(=S)o2)cc1	?	-4.3%	1.0%	19.5%	?	10.7µM*	?	7.5%	-2.8	-6.4%	-28.5%
O=C(OCc1ccc([N+](=O)[O-])cc1)c1cnc(Cl)c(Cl)c1	4.5%	-0.2%	20.1%	2.5%	0.0%	-17.2%	24.6%	-4.8%	2.0	-4.4%	nt
O=C1OC(c2ccccc2)c2ccc3ccccc3c21 (stereo not given)	0.8%	-2.5%	13.8%	-0.1%	-25.0%	-10.6%	-13.1%	-6.9%	-10.3	3.0%	-6.1%
Cc1[nH]c2c(C)cccc2c(=O)c1Br	?	0.1%	-2.1%	-7.2%	-4.8%	2.1%	4.7%	-0.2%	0.6	6.5%	-4.8%
CC(C)(C)c1ccc2c(c1)OC(C(=O)N/N=C/c1ccc([N+](=O)[O-])o1)CO2 (stereo not given)	?	-2.3%	nt	3.2%	?	-5.7%	?	nt	-11.5	-0.8%	-7.2%
COC(=O)c1ccc(C2=NOC(C)(c3sc(-c4ccc(Cl)cc4)nc3C)C2)cc1 (stereo not given)	0.1%	0.1%	-2.4%	-2.2%	?	-10.6%	7.3%	nt	0.2	-29.7%	-2.2%
COc1ccccc1C(=O)CSc1cccc[n+]1[O-]	-0.9%	-7.0%	-3.5%	4.7%	0.4%	-1.5%	-5.3%	12.2%	-7.4	4.3%	nt
Cc1cc(NC(=O)Cn2nc(C(=O)O)c3ccccc3c2=O)ccc1Br	-7.5%	1.8%	-4.7%	3.5%	-0.5%	-2.6%	-5.9%	3.2%	0.2	6.1%	nt
COc1ccc(C2C(C#N)=C(N)Oc3cc4c(cc32)OCO4)cc1 (stereo not given)	-10.5%	-1.4%	7.8%	0.8%	?	0.2%	-23.3%	31.2%[activator]	-15.7	21.9%	16.4%
N#C/C=C/C(=C\Nc1ccc(Cl)cc1)S(=O)(=O)c1ccccc1	8.6%	-7.0%	1.0%	-18.7%	0.8%	0.0%	17.4%	?	6.2	0.8%	nt
Cc1nccn1CCCNC(=O)C1CCC(=O)N(Cc2ccccc2F)C1 (stereo not given)	-5.5%	-0.8%	20.0%	2.9%	16.0%	1.7%	2.9%	nt	23.0	-2.0%	nt
CSc1ccccc1C(=O)N1CCN(c2cccc(Cl)c2)CC1	-2.8%	-29.4%	-4.6%	-23.9%	20.6µM*	0.9%	4.4%	?	-6.0	-0.5%	7.6%
Oc1ccc2ccccc2c1N=Nc1ccccc1F	-5.2%	?	2.8%	1.6%	10.3%	16.9µM*	-16.5%	nt	5.3	1.0%	-2.1%
Cc1ccc(NC(=O)c2nsc(Cl)c2Cl)cc1	-7.3%	3.55µM*	-4.2%	2.82µM*	?	1.69µM*	-16.4%	nt	-37.9	-1.4%	-11.9%
O=C(CCc1nnc(C2(c3ccc(Cl)cc3)CCC2)o1)NCCCn1cccn1	7.8%	-0.4%	-2.5%	-0.8%	9.4%	-7.2%	33.6%	-0.5%	-1.1	-2.2%	-2.6%
O=c1cc(N2CCN(c3ccccc3Cl)CC2)[nH]c(=O)n1Cc1ccc(F)cc1	-8.4%	-31.6%[inhibitor]	-0.3%	-25.9%	?	?	10.4%	nt	-18.6	-3.0%	-0.9%
Cc1cc(Br)ccc1NC(=O)CN(C)C(=O)CSC(=S)N1CCCC1	nt	1.5%	nt	-0.7%	?	-0.1%	nt	nt	-12.2	-4.5%	nt
Cn1c(/N=C/c2c[nH]c3ccccc23)nc2ccccc21	0.5%	0.4%	7.2%	4.9%	-1.7%	0.135µM*	22.8%	24.2%	-3.7	-1.0%	6.6%
NC(=S)N/N=C/c1cc([N+](=O)[O-])ccc1Cl	-16.7%	1.2%	?	-0.6%	-10.2%	-0.2%	25.1µM*	-18.6%	-5.0	-9.4%	nt
O=C(CN1C(=O)C2C3C=CC(C3)C2C1=O)OCC(=O)c1ccc(Cl)cc1 (stereo not given)	nt	-2.8%	-3.6%	-0.2%	5.2%	-2.0%	nt	-0.1%	-9.2	0.7%	1.6%
CCc1cc(=O)oc2cc(OCC(=O)NCCCN3CCCC3=O)ccc12	-0.4%	10.0%	1.7%	3.2%	8.2%	-0.4%	-5.5%	nt	4.3	-5.8%	nt
O=C(NC1CCCCC1)N1CCN(CCc2ccccc2)CC1	-1.1%[0.365 µM]	-1.5%	-1.7%	-1.2%	11.0%	3.4%	34.8%	-23.2%	-14.0	5.1%	-0.7%
COc1ccccc1OC(=O)c1cc2ccccc2oc1=O	5.0%	-2.3%	?	-1.9%	6.7%	-18.0%	0.4%	-19.9%	-10.1	-0.5%	-0.1%
O=C(COC(=O)CCC(=O)c1cccs1)Nc1ccccc1[N+](=O)[O-]	3.4%	0.5%	?	-2.9%	4.6%	-11.9%	1.2%	-0.2%	3.2	-1.0%	5.5%
Cn1nnnc1Sc1ncnc2scc(-c3ccccc3Cl)c12	nt	-5.8%	nt	-11.1%	?	4.0%	nt	nt	nt	-3.9%	nt
N#CCCN1CCN(C(=S)c2ccc(-c3ccc(Cl)c(Cl)c3)o2)CC1	23.2%	13.1%	29.7%	25.7%	?	15.1µM*	1.5%	?	-36.2	2.6%	?
Cc1ccc(S(=O)(=O)Nc2cccc(-c3ccc4nnc(C)n4n3)c2)s1	2.6%	-12.1%	5.3%	0.9%	?	2.4%	-41.5%	?	3.8	0.0%	-0.9%
CNC(=O)N1CCN(C(=O)NC)CC1	-1.0%	0.7%	2.0%	-4.1%	-3.3%	2.6%	-5.5%	12.1%	1.0	-1.9%	7.0%
COc1ccccc1OCC(=O)Nc1c2c(nn1-c1ccc(F)cc1)CS(=O)(=O)C2	-19.6%	-0.9%	-6.0%	4.1%	?	0.1%	21.6%	-7.6%	-10.3	-0.8%	-16.0%
CCOC(=O)/C(C#N)=C/N=c1ccc(C)cn1C	-3.1%	?	nt	?	?	16.9µM*	-2.3%	nt	8.8	0.1%	0.4%
CC(=O)c1cccc(NCC(=O)Nc2cc(S(=O)(=O)N3CCCCC3)ccc2C)c1	10.0%	1.8%	-8.0%	-6.4%	?	0.4%	?	nt	-3.1	1.2%	0.6%

High-throughput results deposited in PubChem BioAssay by National Center for Advancing Translational Sciences (NCATS).
